# SUMO1 PPI mod: alters human SUMO1 binding to SIM partners; actives 0.33% (n = 360,000); SUMO1 binding to a labelled peptide, TR-FRET, 1 h; P63165; AID 602429; inhibition, % at 20 µM; in the data active = inhibition above about 37%
# Target sequence (P63165 whole entry, looked up): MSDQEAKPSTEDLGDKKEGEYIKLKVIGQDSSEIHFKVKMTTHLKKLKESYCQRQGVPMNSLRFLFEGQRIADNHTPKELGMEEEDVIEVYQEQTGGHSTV
# Scp-1 inhibitor: Scp-1 (human) phosphatase inhibition. AID 493091. Recombinant Scp1, phosphopeptide, malachite green phosphate absorbance. inhibition, % at 20 µM. Q9GZU7. actives 0.88% (n = 340,000);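 active = inhibition above about 50% at 20 µM, limit read from the data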;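 note: plate controls were DMSO wells with enzyme for no effect and wells lacking enzyme for full effect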
# Target sequence (Q9GZU7 76-261 limits assumed): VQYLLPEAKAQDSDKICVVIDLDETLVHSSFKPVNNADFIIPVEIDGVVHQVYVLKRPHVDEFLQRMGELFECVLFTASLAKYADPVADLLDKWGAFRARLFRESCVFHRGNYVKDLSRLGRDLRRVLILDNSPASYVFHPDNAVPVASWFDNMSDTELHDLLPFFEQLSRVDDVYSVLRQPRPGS
#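 Assay system: SCP-1 catalytic fragment, aa 76-261 | Buffer or medium: Tris acetate buffer pH 5.5 with MgCl2 and Tween-20 | Compound: One concentration, 20 µM, with 1.0% DMSO | Also added: Phospho 17-mer peptide substrate | Signal: Absorbance at 630 nm | Incubation: 45 min enzyme reaction at room temperature | Measure: % inhibition of SCP-1 phosphate liberation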
# NadD inh: inhibitors of Staphylococcus aureus NadD | inhibition, % at 20 µM | actives 0.78% (n = 360,000) | purified NadD enzyme, colorimetric absorbance read-out; in the data active = inhibition above about 26%; note: some compounds past the cut are filed as inactive
# LMPTP block: LMPTP (human) inhibition. P24666. recombinant LMPTP-A, OMFP fluorogenic substrate, fluorescence intensity. inhibition, % at 20 µM. actives 0.22% (n = 360,000). AID 651560;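 active = compounds that cut the enzyme signal by at least half of the control window in the single-dose screen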;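 note: plate controls were DMSO wells with enzyme plus substrate for no effect and substrate without enzyme for full effect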
# Target sequence (P24666 whole entry, looked up): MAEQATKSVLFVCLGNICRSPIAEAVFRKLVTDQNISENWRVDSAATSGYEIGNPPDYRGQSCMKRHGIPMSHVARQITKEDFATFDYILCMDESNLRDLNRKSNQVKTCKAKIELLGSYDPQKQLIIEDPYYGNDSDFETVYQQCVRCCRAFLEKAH
#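 Assay system: LMPTP-A, protein tyrosine phosphatase of low molecular weight / Medium: pH 6.0 Bis-Tris buffer with DTT and Triton X-100 / Schedule: 50 min enzyme reaction at room temperature, protected from light / Measured by: endpoint fluorescence intensity from OMFP dephosphorylation / Read-out basis: % inhibition relative to no-enzyme and uninhibited control wells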
# MsrA inhibitor: inhibits bovine methionine sulfoxide reductase A; purified bovine MsrA, absorbance read-out; inhibition, % at 15.5 µM; actives 0.75% (n = 360,000); in the data active = inhibition above about 4.5%;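 note: 0% = vehicle wells with enzyme and 100% = reference inhibitor wells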
# STEP inh: blocks human striatal-enriched tyrosine phosphatase; recombinant STEP, OMFP fluorogenic substrate, fluorescence; actives 0.25% (n = 360,000); AID 588621; P54829; inhibition, % at 20 µM;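 active = inhibition at 20 µM, scaled per plate between control wells, above about 37%, limit read from the data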;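 note: 0% = DMSO with enzyme and substrate and 100% = substrate only without enzyme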
# Target sequence (P54829 whole entry, looked up): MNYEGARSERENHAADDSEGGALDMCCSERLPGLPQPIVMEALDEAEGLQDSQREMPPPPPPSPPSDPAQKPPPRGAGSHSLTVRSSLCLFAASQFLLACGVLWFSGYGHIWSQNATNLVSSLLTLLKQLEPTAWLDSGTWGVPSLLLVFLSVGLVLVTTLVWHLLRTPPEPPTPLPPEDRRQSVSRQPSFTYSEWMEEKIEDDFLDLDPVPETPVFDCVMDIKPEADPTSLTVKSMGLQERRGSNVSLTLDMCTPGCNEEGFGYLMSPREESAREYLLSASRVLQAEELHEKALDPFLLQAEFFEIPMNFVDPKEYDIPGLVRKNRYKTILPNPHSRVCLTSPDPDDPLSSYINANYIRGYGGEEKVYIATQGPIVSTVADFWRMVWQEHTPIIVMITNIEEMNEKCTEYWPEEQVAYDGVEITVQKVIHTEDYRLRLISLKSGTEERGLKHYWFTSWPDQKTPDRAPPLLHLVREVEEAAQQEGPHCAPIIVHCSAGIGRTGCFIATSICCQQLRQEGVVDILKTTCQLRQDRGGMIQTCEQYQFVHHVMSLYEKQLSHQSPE
#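 Material: STEP (striatal-enriched tyrosine phosphatase) enzyme, cell-free; Compound dosing: 20 µM single dose in 1% DMSO; Technique: fluorescence read at 480 nm ex / 540 nm em; Times: reaction 20 min, ambient temperature; Medium: 50 mM Bis-Tris pH 6.0 with 2.5 mM DTT and 0.005% Tween 20; Also added: OMFP at 25 µM.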
# Rpn11 inh: blocks the human proteasome subunit Rpn11; calls only at 20 µM; O00487; human 26S proteasome, Ub4-pepOG fluorescence polarization; 20S core pre-blocked with epoxomicin; actives 0.59% (n = 360,000);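 active = inhibition at 20 µM, scaled to each plate's controls, above about 33%, limit read from the data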
# Tb MetRS inh: Trypanosoma brucei MetRS inhibition; purified T. brucei MetRS, ATP depletion, Kinase-Glo luminescence; inhibition, % at 11.9 µM; actives 0.4% (n = 360,000);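 active = inhibition above a per-plate cutoff of the control wells' mean inhibition plus 3 SD, cut at about 5.5% in these data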;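 note: 0% = DMSO wells median and 100% = median of wells with control inhibitor compound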
#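 Dosing: 11.9 µM compound single dose, 0.9% DMSO; Assay system: purified T. brucei MetRS enzyme; Measured by: Kinase-Glo luciferase luminescence reporting remaining unconsumed ATP; Schedule: 15 min plus 2 h at 25 °C.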
# CSN deneddyl inh: blocks human CSN-mediated cullin deneddylation | Purified CSN, SCF-Nedd8-OG deneddylation, fluorescence polarization | inhibition, % at 12.5 µM | actives 0.38% (n = 360,000) | AID 651999;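 active = pattern-corrected inhibition above about 35%, with an unprinted fluorescence ratio check between 0.5 and 1.5, limit read from the data, passing the limit was not always enough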;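 note: 0% = enzyme with substrate and 100% = substrate without enzyme; some results filed as inactive read as strong as hits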
#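 Assay system: Purified human Csn5 enzyme expressed in HEK293T cells | Amount: Enzyme 0.24 nM | Measured by: Fluorescence polarization readout | Medium: Tris/NaCl/DTT buffer, pH 7.5 | Compound dosing: One concentration, 12.5 µM, 0.25% DMSO | Times: 90 min incubation of compound, enzyme and substrate at room temperature | Control set: no-enzyme wells high, enzyme-with-substrate wells low | Read-out: % inhibition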
# DNMT1 inh: DNMT1 (human) enzyme inhibition. P26358. DNMT1 molecular beacon, Hinp1I cleavage, fluorescence. inhibition (reported as % activation of signal), % at 10 µM. actives 0.83% (n = 360,000). AID 588458; in the data active = inhibition above about 50%
# Starred values were filed as active, the others as inactive; i = inactive; nt = not tested or not shown; + = active, no number. This is a random part of the collection; 3.9% or so of the library scored in one or more.
SMILES,SUMO1 PPI mod,Scp-1 inhibitor,NadD inh,LMPTP block,MsrA inhibitor,STEP inh,Rpn11 inh,Tb MetRS inh,CSN deneddyl inh,DNMT1 inh
COc1ccc(C2=C/C(=C/c3cccnc3)C(=O)O2)cc1OC,-11,-1,8,-0.4,0.4,-7,nt,1.5,19,6
CCOC(=O)c1sc2nc3c(SCC(=O)O)cc(C(=O)c4ccccc4O)cn3c(=O)c2c1C,102*,53*,27,93*,-0.2,98*,+,-0.7,47*,186*
[N-]=C=C1C(=S)NC(=O)[C@H]([n+]2ccccc2)[C@H]1c1ccc(Cl)cc1,4,2,26,2.7,0.3,0,i,0.0,4,-11
Cc1cccc(C(=O)OCc2cc3ccccc3[nH]c2=O)c1,-5,-8,5,0.0,0.8,0,i,-0.1,3,2
COc1ccccc1C(CNC(=O)C(CCSC)NS(=O)(=O)c1ccccc1F)N1CCCC1 (stereo not drawn),-1,-5,-10,-0.3,-0.3,-3,i,-0.5,4,0
Cc1cc(F)ccc1NC(=O)c1ccc(NS(=O)(=O)c2cccs2)cc1,5,nt,-3,-0.5,-0.7,0,i,0.0,0,-4
CN1C(C(=O)Nc2ncccn2)=C(O)c2ccccc2S1(=O)=O,-1,-8,1,3.2,2.1,0,i,-0.3,6,0
CC12CCC(=O)N1C(C(=O)NNC(=O)COc1ccccc1Cl)CS2 (stereo not drawn),-1,-8,1,-2.2,0.8,-1,i,-0.5,-5,3
O=C(NC(=S)N1CCCCCC1)C1CC1,4,1,2,-1.6,0.0,-2,i,-0.7,1,-1
CCN(c1ccccc1)S(=O)(=O)c1ccc2c(c1)N(C(C)=O)CCO2,1,-10,-4,-0.5,-0.7,-3,i,0.5,0,-2

# 4 consecutive entries already listed:
SMILES,SUMO1 PPI mod,Scp-1 inhibitor,NadD inh,LMPTP block,MsrA inhibitor,STEP inh,Rpn11 inh,Tb MetRS inh,CSN deneddyl inh,DNMT1 inh
CN1C(C(=O)Nc2ncccn2)=C(O)c2ccccc2S1(=O)=O,-1,-8,1,3.2,2.1,0,i,-0.3,6,0
CC12CCC(=O)N1C(C(=O)NNC(=O)COc1ccccc1Cl)CS2 (stereo not drawn),-1,-8,1,-2.2,0.8,-1,i,-0.5,-5,3
O=C(NC(=S)N1CCCCCC1)C1CC1,4,1,2,-1.6,0.0,-2,i,-0.7,1,-1
CCN(c1ccccc1)S(=O)(=O)c1ccc2c(c1)N(C(C)=O)CCO2,1,-10,-4,-0.5,-0.7,-3,i,0.5,0,-2

# Remaining list, next part.
SMILES,SUMO1 PPI mod,Scp-1 inhibitor,NadD inh,LMPTP block,MsrA inhibitor,STEP inh,Rpn11 inh,Tb MetRS inh,CSN deneddyl inh,DNMT1 inh
CCc1ccc2c(CN(C)Cc3ccc(OC(F)F)c(OC)c3)cc(=O)oc2c1,0,-5,3,2.7,-0.4,3,i,0.1,4,5
CN1C(=O)C2(CCCCC2)C1c1ccccc1 (stereo not drawn),2,4,2,-1.6,-0.1,2,i,-1.0,-4,5
O=C(NCC1CCN(c2ccc(S(=O)(=O)N3CCOCC3)cc2)CC1)Nc1ccccc1F,6,-8,10,0.4,-0.7,2,i,0.0,8,-1
CCOc1ccc(/C=C2\SC(=S)N(CC(=O)Nc3ccccn3)C2=O)cc1,-8,1,12,-2.0,-0.2,-2,i,-0.2,-1,11
COc1ccc(NC(=O)Nc2nc(C)cc(C)n2)c(OC)c1,-2,3,-10,1.3,0.4,2,i,-0.4,-1,1
CCn1c(C)c(C)c2cc(C(=O)NCCN3CCCCCC3)ccc21,-16,-5,23,3.8,-0.6,2,i,-0.5,5,-8
S=C(Nc1ccc(Br)cc1)N1CCCC1,3,-2,2,-1.4,1.3,-5,i,0.1,-1,0
CC(C)(C=O)Cc1cc(C(C)(C)C)c(O)c(C(C)(C)C)c1,8,-6,-2,0.6,1.1,2,i,-0.6,-1,3
C=C1C(O)C[C@@H](C(C)C)N(CC(C)C)S1(=O)=O (stereo partly drawn),1,-6,3,-0.7,-0.4,1,i,-0.1,-6,3
CCC1(c2ccccc2)NC(=O)N(CC(=O)N(C)CC(=O)Nc2ccc(F)c(F)c2F)C1=O (stereo not drawn),3,-5,-1,-2.4,-0.1,-1,i,-0.5,4,3
NS(=O)(=O)c1ccc(NC2=CC(c3ccc([N+](=O)[O-])cc3)N(c3ccc(S(N)(=O)=O)cc3)C2=O)cc1 (stereo not drawn),-35,-4,2,0.9,0.2,-2,i,-0.4,4,-5
Cc1nc(Nc2ccccc2O)c2oc3ccccc3c2n1,3,8,3,1.8,-0.1,-1,i,-1.3,-2,1
COc1cc(CN2CCC(C(=O)NCC(C)(C)CN(C)C)CC2)ccc1OCc1ccccc1,4,-6,-8,-5.4,-0.8,-3,i,-0.5,1,1
CCOC(=O)c1[nH]c(C)c(C(=O)NCc2ccc(C)cc2)c1C,0,-4,2,0.1,-0.2,0,i,0.1,3,0
COc1ccc(OC)c(NC(=O)Cc2nn(C)c(=O)c3ccccc23)c1,0,-10,-5,-0.2,-0.7,-4,i,-0.4,6,1
Cc1cc(C(=O)Nc2cccc3cccnc23)ccc1[N+](=O)[O-],-9,-12,3,0.8,-0.6,2,i,0.1,1,-3
Cc1ccc2ncnc(Oc3ncccc3NC(=O)C(C)(C)C)c2c1,-2,-3,7,-3.0,0.0,-3,i,0.9,1,0
Cc1cc(NC(=S)N(Cc2ccc(Br)cc2)Cc2ccc(C(=O)O)cc2)ccc1Cl,6,-12,14,2.3,-0.5,1,i,-0.1,7,-10
CC(=O)Nc1cccc(-c2nc3ccccc3c(=O)o2)c1,6,-9,2,-0.4,-1.5,-1,i,0.1,-9,1
CN(CC#CC1(O)c2ccccc2-c2ccccc21)Cc1ccccc1,1,-9,-9,-0.4,-0.3,1,i,0.0,9,6
CCCCn1c(N)c(N(CCC(C)C)C(=O)CSc2nncn2-c2ccccc2)c(=O)[nH]c1=O,1,1,7,-1.9,0.0,-1,i,-0.4,-5,10
COc1ccc(N2CCN(c3ccnc4cc(Cl)ccc34)CC2)cc1,-8,-5,-4,6.6,0.1,5,i,1.2,1,-1
CC[C@]12c3[nH]c4ccc(OC)cc4c3CCN1C(=O)C(CC(=O)NCCN1CCOCC1)C[C@@H]2C(=O)N1CCN(C(=O)c2ccco2)CC1 (stereo partly drawn),-3,7,2,-11,0.1,-3,i,0.6,2,6
O=C(CSc1nnc2scc(-c3ccc(F)cc3)n12)NCc1ccco1,4,12,-1,0.8,-1.2,-5,i,-1.5,-1,9
COc1ccc(CNC(=O)c2c(C)cc(=O)oc2C)cc1OC,0,6,9,-0.4,-1.0,-5,i,-0.4,-1,-3
CC1(C)CC(=O)C(C(=O)/C=C/NCCc2ccccc2)C(=O)C1,0,-11,-2,-1.9,1.8,0,i,-1.6,-1,-2
CCC(C)(C)n1nnnc1C(c1cc2cc(C)cc(C)c2[nH]c1=O)N1CCN(Cc2ccc3c(c2)OCO3)CC1 (stereo not drawn),-22,7,-5,-0.8,0.5,4,i,-0.4,-3,-4
O=c1[nH]cc([N+](=O)[O-])cc1Br,-19,-4,8,0.5,1.2,2,i,-0.2,-1,1
Cc1cccc(S(=O)Cc2ccc(C(=O)NC3CCN(Cc4ccccc4)CC3)o2)c1 (stereo not drawn),1,-13,-4,-2.5,0.1,3,i,0.1,-4,1
NS(=O)(=O)c1ccc(CCNCc2cccnc2)cc1,0,-8,-5,-2.1,-0.5,0,i,0.1,-2,1
COc1ccc(N2C(=O)C3CCCN3C2c2cccc(OC)c2)cc1 (stereo not drawn),4,-4,-2,-0.6,1.0,0,i,-0.3,-1,0
Cc1noc(C)c1COc1ccccc1C(=O)NCCOc1ccccc1,-7,-4,3,-7.1,-1.4,2,i,-0.1,-1,-1
NS(=O)(=O)c1ccc(NC(=O)c2ccc(S(=O)(=O)N3CCc4ccccc43)cc2)cc1,6,-3,28,0.6,-1.3,-3,i,0.2,9,-18
CCOc1ccc2nc(NCCNC(=O)C(C)(C)C)c(C)cc2c1,0,-8,-13,-0.4,-1.2,-2,i,-0.6,-6,-1
COc1ccc(-n2nnc3c(=O)n(Cc4cccc(C)c4)cnc32)cc1,-1,-8,6,1.1,0.5,2,i,-0.5,2,0
CCOC(=O)C1CCN(C(=O)Nc2ccc(Cl)cc2Cl)CC1,0,-7,-21,-0.9,-0.8,4,i,0.2,-5,1
Cc1ccccc1C(=O)NNC(=O)C1CC(=O)N(Cc2ccccc2)C1 (stereo not drawn),0,-2,4,-1.2,0.7,0,i,0.1,-4,0
COc1ccc(C2C(C(=O)c3cccs3)=C(O)C(=O)N2Cc2cccnc2)cc1OC (stereo not drawn),-12,1,-3,-1.0,0.3,3,i,-0.4,4,-2
O=C(CSC1=NCCS1)N1CCOCC1,5,1,-5,-0.8,0.5,-3,i,-0.1,2,4
Cc1cc(=O)[nH]c(SCC(=O)NC2CCCCCCC2)n1,0,-10,3,-2.0,0.0,-1,i,-0.2,-1,2
O=C(Cc1csc(-c2cccc(Cl)c2)n1)Nc1cccc(S(=O)(=O)NC2=NCCC2)c1,-1,-4,0,0.1,1.0,1,i,-0.3,5,-13

# Look-ups from the results shown.
# In CSN deneddyl inh, `Cc1cc(=O)[nH]c(SCC(=O)NC2CCCCCCC2)n1` has the entry -1
# In DNMT1 inh, `NS(=O)(=O)c1ccc(NC(=O)c2ccc(S(=O)(=O)N3CCc4ccccc43)cc2)cc1` has the entry -18
# In SUMO1 PPI mod, `Cc1noc(C)c1COc1ccccc1C(=O)NCCOc1ccccc1` has the entry -7

# Screening data from PubChem.
